# D2 PAM = HTS Assay for Positive Allosteric Modulators of the Human D2 Dopamine Receptor: Primary Screen for Potentiators. AID 485347, 2010. 340,000 tested, 0.34% active. D(2) dopamine receptor (Homo sapiens), P14416. potentiation, % at 10 µM. HEK293 T-REx D2, calcium flux, EC20 dopamine potentiation;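 active = potentiation over 3 SD above the plate norm, cut at about 30% in these data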; also: 0% is about no effect
#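 Calcium flux readout, no-wash dye, 1 read/s. Inducible HEK293 Trex D2 line, overnight 30 C. Compound alone 180 s (agonist flags), then EC20 dopamine, another 180 s to score potentiation.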
# D1 antagonist = Antagonist of Human D 1 Dopamine Receptor: qHTS. HEK293 TREx D1 cells, calcium flux, dopamine EC80; stronger effect = lower value. activity change, negative = inhibition, % at 10 µM. 360,000 tested, 3.2% active. AID 504652, 2011; in the data active = activity change below about -30%; also: % is scaled to controls: 0 for no effect and ±100 for the full control effect
#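 HEK293 T-REx cells expressing inducible, force-coupled D1 receptor; no-wash Ca dye, 30–90 min RT. Cmpd → 180 s read at 1 Hz → EC80 DA → 180 s read.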
# Glioma ERSR ind = qHTS for Inducers of the Endoplasmic Reticulum Stress Response (ERSR) in Human Glioma: qHTS | U87-MG GRP78 promoter luciferase reporter, 16 h | Potency, µM, for the others: at the top dose activation, most hits filed as activators | 420,000 tested, 0.02% active | AID 602332, 2012; also: potency is read from the fitted curve at half-maximal effect; series mostly up to about 76 µM; % of control where 0% means no effect; nearly all actives have a fitted effect of over 35% in size
#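 Stably transfected U87-MG glioma cells carrying a GRP78-based luciferase sensor; 16 h compound incubation. Luminescence end-point read 10 min after Bright-Glo addition at room temperature.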
# Vif-APOBEC3F blk = qHTS for Inhibitors of Vif-A3F Interactions: qHTS. 390,000 tested, 0.2% active. HeLa A3F-eYFP + Vif (tagged APOBEC3F with the HIV-1 protein that degrades it), YFP fluorescence increase. AID 602313, 2012. Potency, µM (doses to about 46.1 µM), for inactives: top-dose activity, negative = active; also: potency is read from the fitted curve at half-maximal effect; % of control where 0% means no effect; nearly all actives have a fitted effect of over 65% in size
#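 HeLa cells stably expressing Vif plus C-terminally eYFP-tagged A3F were seeded, incubated overnight at 37 deg C, dosed with compound, incubated overnight again at 37 deg C. Yellow fluorescence (Ex 488/Em 500-530) reported blocked Vif-mediated A3F-eYFP degradation.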
# RXFP1 antagonist = qHTS Assay for Antagonists of the Relaxin Receptor RXFP1 | HEK293-RXFP1, relaxin-stimulated cAMP HTRF, 30 min; stronger effect = lower value | 350,000 tested, 0.59% active | activity change, negative = inhibition, % at 57.5 µM | Relaxin receptor 1 (Homo sapiens), Q9HBX9;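 active = activity change of -60% or lower, but not beyond a set lower limit; inconclusive = change between -60% and -40%, or beyond the set limit; inactive = change above -40%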; also: % is scaled to controls: 0 for no effect and ±100 for the full control effect
# Target sequence (Q9HBX9 whole entry, looked up): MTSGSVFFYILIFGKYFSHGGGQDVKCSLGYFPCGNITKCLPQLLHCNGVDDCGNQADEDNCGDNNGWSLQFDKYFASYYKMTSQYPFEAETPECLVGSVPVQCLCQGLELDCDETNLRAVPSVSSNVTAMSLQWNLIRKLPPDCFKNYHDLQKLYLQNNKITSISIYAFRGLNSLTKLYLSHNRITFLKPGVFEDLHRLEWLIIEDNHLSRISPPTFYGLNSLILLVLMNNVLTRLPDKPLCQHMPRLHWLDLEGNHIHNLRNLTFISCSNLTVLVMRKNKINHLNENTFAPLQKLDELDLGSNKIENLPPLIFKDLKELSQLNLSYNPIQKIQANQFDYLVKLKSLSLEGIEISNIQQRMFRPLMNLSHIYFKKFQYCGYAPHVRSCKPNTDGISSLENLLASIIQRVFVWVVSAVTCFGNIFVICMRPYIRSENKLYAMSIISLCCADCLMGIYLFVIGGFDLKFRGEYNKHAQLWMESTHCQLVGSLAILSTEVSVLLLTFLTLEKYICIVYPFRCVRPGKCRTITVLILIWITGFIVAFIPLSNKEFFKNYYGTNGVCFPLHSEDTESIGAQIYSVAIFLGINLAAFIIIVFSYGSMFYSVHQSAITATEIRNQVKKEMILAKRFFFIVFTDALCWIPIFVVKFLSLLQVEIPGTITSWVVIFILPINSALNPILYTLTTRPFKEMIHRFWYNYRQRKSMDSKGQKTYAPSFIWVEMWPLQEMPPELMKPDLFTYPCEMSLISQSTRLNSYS
# RXFP1 ag = qHTS Assay for Agonists of the Relaxin Receptor RXFP1; 370,000 tested, 0.3% active; HEK293T-RXFP1 cAMP TR-FRET, 30 min; response scale: percent of porcine relaxin response, buffer zero; Relaxin receptor 1 (Homo sapiens), Q9HBX9; Potency, µM (top dose mostly 57.5 µM), for the others: at the highest dose activation, actives largely listed as activators; also: potency is read from the fitted curve at half-maximal effect; % is scaled to controls: 0 for no effect and ±100 for the full control effect; nearly all actives have a fitted effect of over 60% in size; many of its hits are not listed in these tables
#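 cAMP rise read by TR-FRET after 30 min, 37C compound exposure (up to 58 uM) in RXFP1-transfected HEK293 cells with Ro 20174 present. EC50 from Hill-equation fits, with 29 nM porcine relaxin as 100% and buffer as basal.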
# D1 agonist = Allosteric Agonists of the Human D1 Dopamine Receptor: qHTS; 360,000 tested, 1% active; HEK293 T-REx D1 cells, calcium flux, agonist mode; activation, % at 2 µM; in the data active = activation above about 30%; also: 0% is about no effect
#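 Tetracycline-induced HEK293 TREx D1 cells, force-coupled to calcium signalling, were dye-loaded with a no-wash calcium kit. Compound was pin-added after a 10 s baseline. Fluorescence was read kinetically at 1 cycle/s for 180 s, with calcium rises flagged as agonism.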
# Vif-APOBEC3G blk = qHTS for Inhibitors of Vif-A3G Interactions: qHTS; Potency, µM (highest dose often 46.1 µM), inactives show top-dose activity, negative = active, most hits filed as inhibitors; HeLa A3G-eYFP + Vif (tagged APOBEC3G with the HIV-1 protein that degrades it), YFP fluorescence, overnight; DNA dC->dU-editing enzyme APOBEC-3G (Homo sapiens), Q9HC16; 410,000 tested, 0.076% active;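 also: potency is read from the fitted curve at half-maximal effect; % is scaled to controls: 0 for no effect and ±100 for the full control effect; nearly all actives have a fitted effect of over 60% in size; hits raise eYFP signal because A3G escapes Vif-driven loss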
#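 HeLa cells stably expressing Vif and C-terminally eYFP-tagged A3G, seeded overnight at 37 deg C, then exposed to compound by pintool overnight at 37 deg C. Rise in yellow fluorescence (Ex 488/Em 500-530, Acumen) marks blocked Vif-driven A3G degradation.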
# D1 PAM = Potentiators of Human D1 Dopamine Receptor: qHTS. potentiation, % at 10 µM. HEK293 TREx D1 cells, calcium flux, dopamine EC20 potentiation. D(1A) dopamine receptor (Homo sapiens), P21728. 360,000 tested, 0.036% active; in the data active = potentiation above about 30%; also: 0% is about no effect
# * = called active by the depositor; u = inconclusive; x = not tested or not shown; [ ] = another dose, or the depositor's remark. Unless noted, calls follow the shape of the dose curve; as a rule, active = well fitted curve in the direction sought with a large enough effect; inconclusive = small, poorly fitted or top-dose-only effect, or another doubt; inactive = no such curve, though single readings can be large; an effect the other way counts as inactive or inconclusive. An excerpt. The share of hits here may be higher or lower than overall.
SMILES,D2 PAM,D1 antagonist,Glioma ERSR ind,Vif-APOBEC3F blk,RXFP1 antagonist,RXFP1 ag,D1 agonist,Vif-APOBEC3G blk,D1 PAM
O=C(c1cccc(OC2CCN(Cc3ccc(F)cc3Cl)CC2)c1)N1CCCC1,-10,-33*,-6%,4%,-2,0.1%,6,0%,-7
O=C(O)c1cccc(NC(=S)N/N=C/c2cccnc2)c1,0,23,-8%,1%,-9,1.1%,2,5%,2
COc1ccc(S(=O)(=O)N2CCC(N3CCCCC3)CC2)cc1,-5,-1,-3%,1%,2,0.3%,2,1%,3
CCn1cc(C(=O)NNC(=O)c2ccc(Cl)cc2)c(=O)c2ccc(C)nc21,5,4,x,x,x,1.4%,-1,x,-3
COc1ccc([C@]23Cc4ccccc4C(O2)C2=C(CCCC2=O)O3)cc1,x,-1,x,x,x,1.0%[11.5 µM],4,x,1
CCN1C(=O)C2C(C1=O)N1C(c3cccs3)C3C(=O)N(CC)C(=O)C3N1C2c1cccs1 (centres undefined),-11,11,-11%,-9%,-13,1.1%,1,-1%,0
COc1ccc(-c2noc(-c3ccccc3C(=O)Nc3cccnc3)n2)cc1OC,x,-11,2%,-2%,8,0.8%,-4,-6%,-2
Cc1[nH]c2ccccc2c1C(=O)C(=O)NCCCc1ccccc1,-9,-4,0%,-8%,-1,2.2%,4,-6%,-2
Cc1ccc(C2(C)NC(=O)N(CC(=O)Nc3ccccc3N3CCCC3)C2=O)cc1 (centres undefined),21,5,3%,4%,14,0.0%,47*,-4%,5
CCC(C)C(NS(=O)(=O)c1ccc(C)cc1)C(=O)Oc1ccc2c3c(c(=O)oc2c1)CCC3 (centres undefined),20,8,-3%,4%,-16,-0.9%,0,-1%,-6
Cc1cc(C)cc(SCc2noc(C(=O)NC(C)C)c2C(=O)O)c1,5,2,-1%,-16%,x,0.3%,3,-6%,-2
CCCCC1CC1C(=O)Nc1ncc2c(n1)CC(C)(C)CC2=O (centres undefined),-7,-15,-2%,-6%,10,0.3%,0,-1%,5
C[C@@H]1CN([C@@H](C)CO)C(=O)c2cc(Br)cnc2O[C@H]1CN(C)C(=O)c1cccc(F)c1,x,x,-3%,0%,1,x,x,1%,x
CCc1nn2cc(-c3ccccc3)nc2s1,-4,25,-15%,x,-20,0.8%,7,0%,-3
COc1ccc(C(=O)N2CCc3cc(OC)c(OC)cc3C2)cc1OC,x,-4,-8%,-1%,6,-0.1%,4,-21%,-4
CSc1nc(-c2ccco2)nn1C(=O)CCc1ccccc1,-5,-3,6%,-3%,-7,0.5%,2,-1%,3
c1ccc(CCNc2ncnc3scc(C4COc5ccccc5O4)c23)cc1 (centres undefined),-8,10,-7%,-1%,-14,3.0%,11,1%,5
S=C(NC1CCCCC1)N1CCOCCOCCN(C(=S)NC2CCCCC2)CCOCC1,-6,6,-2%,0%,-2,-0.9%,0,-1%,-1
Cc1ccc2oc(C(=O)Nc3ccc(S(=O)(=O)N4CCCCCC4)cc3)cc(=O)c2c1,-8,-14,-2%,1%,7,0.8%,-1,5%,1
O=C(NCCCN1CCN(c2ccccc2)CC1)c1sc2ncccc2c1-n1cccc1,-27,-22,-3%,-12%,-7,4.6%,0,9%,-5
COc1cc(C2CC(=O)N3CN(Cc4ccco4)CSC3=C2C#N)ccc1OCc1ccccc1 (centres undefined),2,4,-3%,0%,-18,-0.3%,2,1%,-3
CCOC(=O)c1ccc(NC(=O)CSc2nc3cc4ccccc4cc3[nH]2)cc1,-7,-6,3%,-4%,-15,-3.3%,0,-8%,-5
COc1cccc(C(=O)Nc2ccncc2)c1OC,0,-16,-2%,0%,-7,0.1%,7,2%,13
O=C(COC(=O)Cc1ccc(S(=O)(=O)N2CCOCC2)s1)Nc1ccccc1Cl,x,x,-3%,-2%,-6,x,x,0%,x
CC(=O)Nc1ccc(S(=O)(=O)NCCC(=O)NCc2ccncc2)cc1,9,-20,-4%,15%,5,1.1%,2,1%,-8

# D1 antagonist, hit marks shown above.
SMILES | D2 PAM | D1 antagonist | Glioma ERSR ind | RXFP1 antagonist | RXFP1 ag | D1 agonist | D1 PAM
O=C(c1cccc(OC2CCN(Cc3ccc(F)cc3Cl)CC2)c1)N1CCCC1 | -10 | -33* | -6% | -2 | 0.1% | 6 | -7

# Remaining list, next part.
SMILES,D2 PAM,D1 antagonist,Glioma ERSR ind,Vif-APOBEC3F blk,RXFP1 antagonist,RXFP1 ag,D1 agonist,Vif-APOBEC3G blk,D1 PAM
CCSc1nnc(NC(=O)c2cc3c(s2)CCCC3)s1,-5,2,4%,1%,-2,u,2,-1%,9
O=C(Cn1cc(C(F)(F)F)ccc1=O)N1CCCc2ccccc21,x,x,-4%,11%,3,x,x,0%,x
COc1ccc2sc3ccccc3c(=O)c2c1,-18,8,-2%,1%,6,6.4%,3,0%,2
Cc1cccc(Nc2nnc(SCC(=O)Nc3ccc(C(=O)O)cc3)s2)c1,-2,-4,-4%,0%,-8,0.0%,0,0%,-9
COc1ccc(NC(=O)C2=Cc3ccccc3OC2)cc1,-7,-11,-9%,-7%,-11,0.3%,2,-6%,3
COc1ccc(-c2nc(N)n[nH]2)cc1,12,12,2%,-8%,-10,0.2%,1,1%,-12
O=C(Nc1ccc(F)cc1)Nc1ccc(Cl)cn1,21,6,5%,4%,-3,0.6%,0,-8%,-2
O=C(NNC1=NS(=O)(=O)c2ccccc21)c1ccccc1,8,-7,-5%,0%,9,5.0%,2,3%,1
CC(C)c1cc(C(=O)N/N=C/C(Br)=C/c2ccccc2)n[nH]1,-3,4,-10%,-2%,-6,-1.4%,2,u,-2
Cc1nnc(NC(=O)CCCN2C(=O)c3ccccc3C2=O)s1,14,4,-2%,-2%,-4,2.2%,2,1%,0
Cc1cc(C)n(-c2cc(N3CCN(S(=O)(=O)c4ccc(C)c(C)c4)CC3)ccc2[N+](=O)[O-])n1,x,x,-9%,x,4,0.1%,x,1%,x
COc1ccc(N2CCN(C3=NS(=O)(=O)C(c4cccc(Br)c4)=C3C)CC2)cc1,7,-9,-2%,-2%,-5,-0.5%,2,-3%,1
Cc1cccc(NC(=O)c2c(F)c(F)c(F)c(F)c2F)c1,-5,-8,-7%,-3%,-3,0.5%,5,0%,-7
O=C(Cn1c(=O)n(CCc2ccccc2)c(=O)c2c3c(sc21)CCCC3)Nc1ccc(F)c(F)c1,2,11,3%,-5%,x,-0.7%,1,2%,0
O=C(NC1CCCCC1)C(=O)c1c[nH]c2ccccc12,x,4,6%,-14%,-33,0.4%,3,-2%,-5
CCc1ccc(N=C2N=C(N)c3ccccc32)cc1,-1,-14,6%,6%,3,1.9%,0,1%,-1
COC(=O)C1CC(O)CN1S(=O)(=O)c1cccs1 (centres undefined),-8,-20,-3%,-14%,0,-1.6%,8,2%,3
COC(=O)c1ccccc1NC1c2ccccc2C(=O)N1c1cccnc1 (centres undefined),0,21,-3%,-3%,12,0.0%,4,-4%,0
CC1(C)Cc2c(C#N)c(N3CCOCC3)nc(-c3ccccc3)c2CO1,-2,-4,0%,-3%,-14,3.0%,-1,-7%,-1
Cc1cc(C)c(S(=O)(=O)N(CC(=O)NCc2cccnc2)C2CCCCC2)c(C)c1,3,1,-5%,-4%,3,-2.9%,0,0%,5
O=C(Nc1ccnn1C1CCN(CC(O)CO)CC1)C1CCCC1 (centres undefined),5,-2,-7%,-3%,0,-1.2%,1,1%,2
Cc1cc(C)nc(N2CCC(C(=O)Nc3cccc(C(F)(F)F)c3)CC2)n1,-5,-29,-8%,-4%,-8,2.4%,2,-5%,-7
COc1cc(-c2noc(CCC(=O)NC3CCCCC3)n2)cc(OC)c1OC,2,0,0%,-20%,-7,1.6%,0,1%,4
Cc1ccc2c(c1C)OC(=O)CC2c1ccccc1 (centres undefined),0,-8,-4%,-1%,-3,-1.1%,8,-2%,-2
CC(C)c1nc(CNC(=O)C2CCC(=O)N(CCc3ccc(Cl)cc3)C2)no1 (centres undefined),7,-9,-1%,-1%,-9,-2.5%,2,1%,-5
Cc1ccc(C(=O)N2CCN(Cc3ccc4c(c3)OCO4)CC2)c(Cl)c1,-30,6,0%,0%,-1,3.1%,0,3%,-7

# Entries listed so far that have fluorine, in the order listed:
SMILES,D2 PAM,D1 antagonist,Glioma ERSR ind,Vif-APOBEC3F blk,RXFP1 antagonist,RXFP1 ag,D1 agonist,Vif-APOBEC3G blk,D1 PAM
O=C(c1cccc(OC2CCN(Cc3ccc(F)cc3Cl)CC2)c1)N1CCCC1,-10,-33*,-6%,4%,-2,0.1%,6,0%,-7
C[C@@H]1CN([C@@H](C)CO)C(=O)c2cc(Br)cnc2O[C@H]1CN(C)C(=O)c1cccc(F)c1,x,x,-3%,0%,1,x,x,1%,x
O=C(Cn1cc(C(F)(F)F)ccc1=O)N1CCCc2ccccc21,x,x,-4%,11%,3,x,x,0%,x
O=C(Nc1ccc(F)cc1)Nc1ccc(Cl)cn1,21,6,5%,4%,-3,0.6%,0,-8%,-2
Cc1cccc(NC(=O)c2c(F)c(F)c(F)c(F)c2F)c1,-5,-8,-7%,-3%,-3,0.5%,5,0%,-7
O=C(Cn1c(=O)n(CCc2ccccc2)c(=O)c2c3c(sc21)CCCC3)Nc1ccc(F)c(F)c1,2,11,3%,-5%,x,-0.7%,1,2%,0
Cc1cc(C)nc(N2CCC(C(=O)Nc3cccc(C(F)(F)F)c3)CC2)n1,-5,-29,-8%,-4%,-8,2.4%,2,-5%,-7
